ERa SRC1 pot – ER-alpha (human) coactivator binding potentiation; P03372; TR-FRET ERalpha-LBD/SRC-Cy5 coactivator binding, 2 h; 100 = basal binding, no effect; coactivator binding (% of control), % at 25.6 µM; 1.3% of 86,000 active; AID 639; in the data active = activity above about 200%;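 note: binding measured in presence of low estradiol as agonist stimulus; 0% = peptide alone without receptor and 100% = receptor with peptide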
ERb coact inh – blocks coactivator binding to human estrogen receptor beta; Q92731; TR-FRET ER-beta LBD / SRC1-Cy5 peptide binding; receptor agonist-loaded with 1 µM estradiol; inhibition, % at 25.6 µM; 1.3% of 86,000 active; AID 633;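 active = compounds whose percent inhibition of the receptor-coactivator binding signal exceeds about 50% in the single-dose screen, limit read from the data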;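 note: 0% = receptor plus peptide wells without compound and 100% = peptide-only wells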
Target sequence (Q92731 whole entry, looked up, the tested form may be a part): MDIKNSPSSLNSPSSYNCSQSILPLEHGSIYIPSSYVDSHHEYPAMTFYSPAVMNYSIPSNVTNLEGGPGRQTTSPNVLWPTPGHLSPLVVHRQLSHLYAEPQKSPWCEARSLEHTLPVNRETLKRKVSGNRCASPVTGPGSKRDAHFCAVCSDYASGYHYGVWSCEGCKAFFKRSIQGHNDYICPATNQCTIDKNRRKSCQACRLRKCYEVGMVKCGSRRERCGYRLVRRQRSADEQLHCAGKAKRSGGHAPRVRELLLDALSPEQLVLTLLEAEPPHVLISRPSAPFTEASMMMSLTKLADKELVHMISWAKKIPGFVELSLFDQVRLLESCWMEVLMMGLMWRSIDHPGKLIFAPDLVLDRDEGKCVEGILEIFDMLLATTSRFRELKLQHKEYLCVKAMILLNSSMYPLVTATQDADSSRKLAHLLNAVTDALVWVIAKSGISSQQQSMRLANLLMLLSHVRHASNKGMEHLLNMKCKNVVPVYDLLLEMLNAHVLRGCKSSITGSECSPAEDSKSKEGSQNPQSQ
sEH inh – inhibitors of human soluble epoxide hydrolase; inhibition, % at 2 µM; recombinant human sEH enzymatic activity assay; AID 707; P34913; 0.34% of 91,000 active; in the data active = inhibition above about 80%; note: values of inactives mirror those of a sister screen read the other way; many of its hits are not listed in these tables
Target sequence (P34913 whole entry, looked up): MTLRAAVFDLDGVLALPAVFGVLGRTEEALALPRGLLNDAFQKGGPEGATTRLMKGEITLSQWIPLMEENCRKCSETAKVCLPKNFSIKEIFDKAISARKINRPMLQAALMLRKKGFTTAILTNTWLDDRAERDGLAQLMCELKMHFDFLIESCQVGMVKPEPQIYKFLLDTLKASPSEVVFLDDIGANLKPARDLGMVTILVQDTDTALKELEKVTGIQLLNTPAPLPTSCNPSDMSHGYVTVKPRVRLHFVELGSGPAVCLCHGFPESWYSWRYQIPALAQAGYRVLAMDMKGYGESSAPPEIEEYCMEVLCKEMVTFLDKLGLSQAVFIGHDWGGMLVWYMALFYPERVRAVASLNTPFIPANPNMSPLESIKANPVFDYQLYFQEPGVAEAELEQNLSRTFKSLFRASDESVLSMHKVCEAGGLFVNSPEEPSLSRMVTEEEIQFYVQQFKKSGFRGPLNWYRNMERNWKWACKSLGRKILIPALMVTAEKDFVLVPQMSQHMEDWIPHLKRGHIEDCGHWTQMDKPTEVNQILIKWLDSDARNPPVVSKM
sEH activator – activators of human soluble epoxide hydrolase | P34913 | purified human sEH enzymatic activity, activator screen | activation, % at 2 µM | 0.04% of 91,000 active | AID 717; in the data active = activation above about 37%; note: values of inactives mirror those of a sister screen read the other way
MT1-MMP txn act – activates MT1-MMP transcription; HT1080 MT1-MMP promoter luciferase reporter, luminescence, overnight; hits give high values; activation factor at 10 µM; 0.16% of 86,000 active; AID 750;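 active = activation factor of at least 2 for MT1-MMP transcription at 10 µM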
Calb biofilm kill – kills Candida albicans biofilms | inhibition, % at 6 µM | AID 834 | C. albicans biofilm + clotrimazole, Alamar Blue | 0.14% of 85,000 active;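 active = inhibition above 20%; inactive = inhibition below 20%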;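 note: preformed 24 hr biofilms exposed to compound for 48 hr; 0% = biofilm without compound and 100% = blank killed by clotrimazole plus chlorhexidine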
Smad3 FoxH1 inh – blocks human Smad3 binding to FoxH1 peptide | TR-FRET Smad3/Dy647-FoxH1 peptide binding, europium anti-His | inhibition, % at 25 µM | P84022 | 0.29% of 88,000 active;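 active = compounds that reduce the energy-transfer binding signal between the protein and its labelled peptide by more than half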;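 note: 0% = Smad3 plus labelled peptide maximal FRET and 100% = peptide-only background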
CD11b adhes enh – CD11b/CD18-fibrinogen binding enhancement; K562 CD11b/CD18 adhesion to fibrinogen, ATPlite luminescence; P05107+P11215; activation, % at 10 µM; 0.07% of 93,000 active;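 active = 10 µM primary screen giving 50% or more activity, confirmed by 40% or more on retest at that dose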; note: strong numbers were not always called active; reference of the scale not given here
CD11b adhes inh – blocks human CD11b/CD18 adhesion to fibrinogen | 0.54% of 93,000 active | P05107+P11215 | AID 1497 | inhibition, % at 10 µM | K562 CD11b/CD18 adhesion to fibrinogen, ATPlite luminescence; Mn2+ added to activate the integrin;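 active = primary inhibition of 50% or more at 10 µM, then 40% or more on retest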; note: some results filed as inactive read as strong as hits
* = called active by the depositor; x = not tested or not shown; [ ] = dose if it differs, or a comment. These rows are one share of the data. The share of hits here may be higher or lower than overall.

SMILES | ERa SRC1 pot | ERb coact inh | sEH inh | sEH activator | MT1-MMP txn act | Calb biofilm kill | Smad3 FoxH1 inh | CD11b adhes enh | CD11b adhes inh
O=C(c1ccc(Br)o1)N1CCN(Cc2ccc3c(c2)OCO3)CC1 | 108 | -5 | -16 | 15 | 1 | 8 | 1 | -3 | -6
Cc1csc(NC(=O)c2ccccc2O)n1 | 130 | -1 | -14 | 14 | 1.5 | 7 | 3 | 1 | 26
CC(=O)Nc1ccc(C(=O)OCCC(C)C)cc1 | 114 | 5[fluorescence artefact?] | -5 | 4 | 1.2 | 0 | 3 | 1 | -14
c1ccc(-c2ncnc3nc4n(c23)CCC4)cc1 | 109 | -8 | 3 | 0 | x | -2 | 5 | -1 | 6
O=c1[nH]c(N2CCc3ccccc3C2)nc2c1CCCC2 | 104 | -12 | 24 | -26 | 1 | 0 | 18 | x | x
O=C1CN(C(=O)CSc2nncn2-c2ccccc2)c2ccccc2N1 | 121 | -1 | 0 | 0 | 1.1 | 5 | -2 | -2 | 16
COC(=O)C1=C(CSCc2ccccc2)NC(=O)NC1c1cc(C)ccc1C (stereo unspecified) | 102 | 0 | 7 | -5 | 1 | -3 | 0 | x | x
Cc1ccc(-c2csc(NC(=O)c3cccc(N4C(=O)CCC4=O)c3)n2)o1 | 103 | 1 | x | x | 0.9 | -5 | -3 | x | x
O=C(O)CCCCCNC(=O)c1ccccc1 | 105 | -6[fluorescence artefact?] | 0 | -3 | 1.2 | 6 | 8 | -1 | 6
CCOC(=O)CN1C(=O)C(O)(CC(=O)c2ccccn2)c2ccccc21 (stereo unspecified) | 82 | 28[fluorescence artefact?] | 8 | -9 | x | 12 | 0 | -2 | -15
Cc1csc2ncc(C(=O)Nc3ccc(C(F)(F)F)cc3)c(=O)n12 | 143[fluorescence artefact?] | 0[fluorescence artefact?] | x | x | 1.1 | 3 | 8[fluorescence artefact?] | -2 | -12
Cc1oc(-c2ccccc2F)nc1CS(=O)(=O)CC(=O)NCCCc1ccccc1 | 110 | 11 | x | x | 1 | 16 | -3 | 0 | -4
Cc1ccc2nc3c(c(C(=O)O)c2c1)CCC3 | 82 | 38 | -2 | 3 | 1.1 | 7 | 7 | -6 | -15
COc1nc2ccccc2c(=O)n1OCC(C)C | 109 | -9 | x | x | 1.1 | 2 | -1 | 3 | 30
Cc1cc(C)n2nc[n+](C)c2n1 | 118 | -7 | -7 | 11 | 1.1 | 3 | -4 | -2 | -19
CCOc1ncccc1C(=O)Nc1ccc(Cl)cc1 | 122 | -6 | 3 | -4 | 1.3 | x | 7[fluorescence artefact?] | 8 | -26
CC(C)CCn1c(SCc2ccc(Cl)cc2)nc2c1c(=O)[nH]c(=O)n2C | 116 | 1 | 6 | -7 | 1.2 | 7 | -8 | -1 | -9
CC(C)(C)C(=O)[C@@H]1[C@@H]2C(=O)N(C3CCCCC3)C(=O)[C@@H]2[C@H]2c3ccccc3C=CN12 | 29 | 5 | -1 | 0 | 1.1 | 10 | 15[fluorescence artefact?] | 1 | -28
Cc1cc(=O)oc(C)c1C(=O)N1CCN(c2ccc(F)cc2)CC1 | 93 | -3 | 1 | 0 | 1.1 | 3 | -5 | -1 | -3
Cc1nn(-c2ccccc2)c2c1C(c1ccc(F)cc1F)C(C#N)=C(N)O2 (stereo unspecified) | 116 | 5 | 0 | 4 | 0.9 | -6 | -1 | -1 | -4
O=C(Nc1ccc(Cl)c(Cl)c1)Oc1ccc(NC(=O)c2ccco2)cc1 | x | x | 24 | -24 | x | x | x | -8 | 26
O=C(N/N=C/c1ccc(-c2ccccc2[N+](=O)[O-])o1)c1cccnc1 | x | x | 78 | -77 | x | x | x | 2 | -8
COCCCNC(=O)c1c(N)n(-c2ccc(S(N)(=O)=O)cc2)c2nc3ccccc3nc12 | x | x | 14 | -11 | x | x | x | -5 | -3
CCCNC(=S)Nc1ccc(Nc2ccccc2)cc1 | 103 | -11 | 9 | -9 | 1.2 | 1 | -19 | 2 | -5
CCCn1c2c(c(O)c(C(=O)Nc3ncccc3O)c1=O)CCCC2 | 115 | 5 | x | x | 1.2 | 4 | 3 | -1 | 20
Cc1cccc(-n2ncc3c(N4CCC(C)CC4)ncnc32)c1 | 103 | 2 | 9 | -7 | x | 6 | -13 | 2 | 17
C=CCc1ccccc1OCC(CN1CCCCC1)OC(C)=O (stereo unspecified) | 90 | -2[fluorescence artefact?] | 8 | -9 | 1.1 | 1 | 8 | -5 | -16
O=C(CN1CCN(c2nc(-c3ccccc3)cs2)CC1)NCc1ccc2c(c1)OCO2 | 104 | 0 | x | x | 1.2 | 8 | 11 | -2 | 15
Clc1ccc(CSc2nnnn2-c2ccc3c(c2)OCO3)c(Cl)c1 | 119 | 13 | 3 | -1 | 1.1 | 3 | -1 | 0 | 27
COc1ccc2c(c1)CCc1c(C(=O)N3CCOCC3)noc1-2 | 118 | -7 | 8 | -10 | 1.4 | 3 | 0 | -1 | -39
O=C(Nc1nnc(SCc2ccc(Cl)cc2)s1)C1CCCO1 (stereo unspecified) | 107 | -3 | -2 | 2 | 1.3 | 5 | 6 | 0 | -4
CCC(C)Nc1ncnc2c1cnn2Cc1ccc(Cl)cc1 (stereo unspecified) | 84[fluorescence artefact?] | 5 | 2 | 2 | 1.1 | 14 | -17 | -5 | 18
COc1cccc(NC(=O)C2C3CC4OC(=O)C2C4C3)c1 (stereo unspecified) | 112 | -3 | -6 | 6 | 1.2 | -2 | -1 | 0 | 4
COc1cc2c(cc1OC)CN(C(=O)NS(=O)(=O)c1ccc(C)cc1)CC2 | 98 | -10 | -8 | 10 | 1.2 | 2 | 3 | 0 | 9
O[C@@H]1C2CCCC1[C@]1(O)CCCCC1C2 (stereo partly specified) | x | x | -20 | 17 | 1 | x | x | 0 | -3
CC(NC(=O)Nn1cnnc1)(C(F)(F)F)C(F)(F)F | 104 | -10 | 4 | -5 | 1.2 | 3 | -5 | -5 | 21
CC1=CC(C)(C)Nc2ccc(OC(=O)C(C)N3C(=O)c4ccccc4C3=O)cc21 (stereo unspecified) | x | x | -20 | 16 | x | x | x | 0 | 10
CCOC(=O)Cn1nnnc1C(CC)N(Cc1cc2c(C)cc(C)cc2[nH]c1=O)C1CCCC1 (stereo unspecified) | 156[fluorescence artefact?] | 14[fluorescence artefact?] | x | x | 1 | 8 | 4[fluorescence artefact?] | 0 | -6
Cc1ccc(-c2c(C#N)c(N)n(-c3ccc(C)cc3)c(=O)c2C#N)cc1 | x | x | -4 | 6 | x | x | x | -3 | -9
CCOC(=O)C1CCCn2c1nc1sc3c(c1c2=O)CCCC3 (stereo unspecified) | 105 | 1 | 1 | -6 | 1.1 | 6 | 0 | 2 | -22

Copied from above (11 entries):
SMILES | ERa SRC1 pot | ERb coact inh | sEH inh | sEH activator | MT1-MMP txn act | Calb biofilm kill | Smad3 FoxH1 inh | CD11b adhes enh | CD11b adhes inh
C=CCc1ccccc1OCC(CN1CCCCC1)OC(C)=O (stereo unspecified) | 90 | -2[fluorescence artefact?] | 8 | -9 | 1.1 | 1 | 8 | -5 | -16
O=C(CN1CCN(c2nc(-c3ccccc3)cs2)CC1)NCc1ccc2c(c1)OCO2 | 104 | 0 | x | x | 1.2 | 8 | 11 | -2 | 15
Clc1ccc(CSc2nnnn2-c2ccc3c(c2)OCO3)c(Cl)c1 | 119 | 13 | 3 | -1 | 1.1 | 3 | -1 | 0 | 27
COc1ccc2c(c1)CCc1c(C(=O)N3CCOCC3)noc1-2 | 118 | -7 | 8 | -10 | 1.4 | 3 | 0 | -1 | -39
O=C(Nc1nnc(SCc2ccc(Cl)cc2)s1)C1CCCO1 (stereo unspecified) | 107 | -3 | -2 | 2 | 1.3 | 5 | 6 | 0 | -4
CCC(C)Nc1ncnc2c1cnn2Cc1ccc(Cl)cc1 (stereo unspecified) | 84[fluorescence artefact?] | 5 | 2 | 2 | 1.1 | 14 | -17 | -5 | 18
COc1cccc(NC(=O)C2C3CC4OC(=O)C2C4C3)c1 (stereo unspecified) | 112 | -3 | -6 | 6 | 1.2 | -2 | -1 | 0 | 4
COc1cc2c(cc1OC)CN(C(=O)NS(=O)(=O)c1ccc(C)cc1)CC2 | 98 | -10 | -8 | 10 | 1.2 | 2 | 3 | 0 | 9
O[C@@H]1C2CCCC1[C@]1(O)CCCCC1C2 (stereo partly specified) | x | x | -20 | 17 | 1 | x | x | 0 | -3
CC(NC(=O)Nn1cnnc1)(C(F)(F)F)C(F)(F)F | 104 | -10 | 4 | -5 | 1.2 | 3 | -5 | -5 | 21
CC1=CC(C)(C)Nc2ccc(OC(=O)C(C)N3C(=O)c4ccccc4C3=O)cc21 (stereo unspecified) | x | x | -20 | 16 | x | x | x | 0 | 10

The list goes on.
SMILES | ERa SRC1 pot | ERb coact inh | sEH inh | sEH activator | MT1-MMP txn act | Calb biofilm kill | Smad3 FoxH1 inh | CD11b adhes enh | CD11b adhes inh
COc1ccc(CCN2C(=O)C3C4CC(C5C(C(N)=O)=NOC45)C3C2=O)cc1OC (stereo unspecified) | 162[fluorescence artefact?] | -3[fluorescence artefact?] | -7 | 8 | 1.2 | 4 | 3 | -2 | -43
CCN(CC)C(=O)c1sc(NC(=O)Cc2cccs2)c(C#N)c1C | 110 | 26 | -2 | 1 | 1 | 5 | -14 | -4 | -17
COc1ccc(NC(=O)C(c2ccc(OC)cc2)N(C)C(=O)c2cnccn2)cc1 (stereo unspecified) | 106 | -17[fluorescence artefact?] | x | x | 1.2 | 4 | 0 | 0 | -3
O=S(=O)(N1CCOCC1)N1CCCN(S(=O)(=O)N2CCOCC2)CC1 | 107 | -7 | x | x | 1 | 7 | 7 | -6 | 3
COc1ccc(NC(C)=O)c2nc(C)c(C)nc12 | 98 | 0 | x | x | 1 | -8 | 4 | -3 | -2
Cc1c(C(=O)O)c2cc(O)ccc2n1-c1ccccc1 | 117 | 12 | x | x | 1.2 | 6 | 5 | 2 | -16
CN(C)c1ccc(/C=C/c2cc[n+]([O-])cc2)cc1 | 103 | -12[fluorescence artefact?] | -1 | 2 | 1.7 | -1 | 1 | -2 | -4
Cc1ccc(NC(=O)c2ccc(-c3nn(C)c(=O)c4ccccc34)cc2)cc1 | 138 | 17[fluorescence artefact?] | 8 | -11 | 1.1 | 3 | 3 | -3 | 6
Cc1nn(C)cc1CNC(=O)CCC(=O)O | 89 | -6 | -5 | 6 | 1.1 | 10 | 1 | x | x
O=C(COC(=O)c1ccc(S(=O)(=O)N2CCCC2)cc1)NCc1ccc(Cl)cc1 | x | x | 41 | -40 | x | x | x | -3 | -16
Cc1ccc(C(=O)/C=C2\NCCNC2=O)cc1 | 122 | -3 | 5 | -2 | 1.5 | 2 | 2 | x | x
Cn1c(=O)c2c(nc(SCC(=O)N3CCc4ccccc43)n2Cc2ccc(F)cc2)n(C)c1=O | 107 | 3 | 10 | -6 | 1.4 | 6 | 11[fluorescence artefact?] | x | x
CCc1ccccc1NC(=O)c1cnc2n(c1=O)CCS2 | 83 | -2 | -7 | 6 | 1 | 6 | 2 | -1 | -4
S=c1[nH]nc(-c2ccncc2)n1Cc1ccccc1 | 110 | -10 | 2 | -2 | 1 | 6 | 4 | -6 | 5
CCCN(CCC)Cc1c(C(=O)OCC)nnn1-c1nonc1N | 116 | -1[fluorescence artefact?] | 21 | -20 | 1 | 3 | -5 | -1 | -8
O=C(CCC1CC(=O)Nc2ccccc21)NCc1ccccc1 (stereo unspecified) | 119 | 0[fluorescence artefact?] | 9 | -12 | 1.1 | 3 | 1 | -2 | -29
N=c1sccn1CC(=O)NCCc1ccc(Cl)cc1 | 108 | -8 | 5 | -7 | 1.1 | -2 | 1 | 0 | 3
NC(=S)N/N=C/c1ccc(-c2cc(Cl)ccc2Cl)o1 | x | x | -7 | 7 | x | x | x | -1 | -36
